Bioassay records from PubChem BioAssay.
BAZ2B inh: inhibitors of human BAZ2B bromodomain | AlphaScreen BAZ2B-H3K14Ac peptide displacement | Potency, µM (top dose mostly 114 µM), for the others: at the top dose activity change, negative = inhibition, usual class: inhibitors | 360,000 tested, 4.4% active; note: % is set by controls: 0 for no effect and ±100 for the full control effect; nearly all actives have a fitted effect of over 60% in size
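AlphaScreen displacement of biotin-H3(5-23)K14Ac peptide (50 nM final) from BAZ2B (50 nM final) in PBS pH 7.4, 0.01% Tween-20; complex preformed 30 min RT, then compounds (top 110 uM) 30 min RT, beads 20 min dark.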
G9a inh: inhibitors of human histone lysine methyltransferase G9a; Q96KQ7; G9a H3K9 monomethylation, AlphaScreen, 2 h; Potency, µM (top dose mostly 102 µM), for the others: at the highest dose activity, negative = inhibition, hits mostly inhibitors; 350,000 tested, 8.8% active; AID 504332; note: % is set by controls: 0 for no effect and ±100 for the full control effect; nearly all actives have a fitted effect of over 75% in size
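Signal arises when biotinylated H3K9 peptide, once monomethylated, bridges streptavidin donor and antibody-captured acceptor beads. Enzyme at 20 nM was preincubated 15 min with test compounds; peptide 500 nM and SAM 20 uM then reacted for 2 h.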
POLK inh: DNA polymerase kappa (human) inhibition; Q9UBT6; 400,000 tested, 0.53% active; purified Pol kappa, fluorescent DNA synthesis assay, 10 min; Potency, µM (titrated, usually from 107 µM), for the others: at the highest dose activity, negative = inhibition, hits mostly inhibitors; note: % is set by controls: 0 for no effect and ±100 for the full control effect
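Inhibition of 10 nM Pol kappa is measured by a fluorescent read-out at 0 and 10 min following addition of 50 nM substrate (final), with a 15-min room-temperature compound preincubation.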
POLB inh: blocks human DNA polymerase beta activity; AID 485314; Potency, µM (highest dose often 114 µM), inactives show top-dose activity change, negative = inhibition, actives largely listed as inhibitors; P06746; Pol beta primer extension/strand displacement, fluorescence kinetic; 340,000 tested, 1.3% active; note: % is set by controls: 0 for no effect and ±100 for the full control effect
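Preincubation: enzyme (10 nM) with compound, 15 min, RT. Reaction: substrate added to 50 nM final. Reads: 0 and 10 min. Analysis: normalized, Hill fit.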
POLH inh: DNA polymerase eta (human) inhibition. Q9Y253. recombinant Pol eta, fluorescent DNA replication assay. Potency, µM (titrated, usually from 114 µM), without a hit: top-dose activity change, negative = inhibition, most hits filed as inhibitors. 390,000 tested, 1.2% active; note: % is set by controls: 0 for no effect and ±100 for the full control effect
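Fluorescent replication assay: 50 nM final substrate added after a 15 min room-temperature compound preincubation with 10 nM enzyme. Signal taken at 0 min and again at 10 min.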
Anesthetic bind: binds horse apoferritin like a general anesthetic | P02791 | apoferritin/1-aminoanthracene competitive binding, fluorescence | Potency, µM (series often up to 77.5 µM), inactives show top-dose activity change, negative = displacement, most hits filed as inhibitors | 350,000 tested, 0.074% active | AID 485281; note: % is set by controls: 0 for no effect and ±100 for the full control effect; nearly all actives have a fitted effect of over 20% in size
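Horse-spleen apoferritin (10 uM) in 50% saturated 1-aminoanthracene in PBS was incubated 10 min at room temperature with compound. Fluorescence (ex 380, em 535 nm) was normalized to free and bound 1-AMA, with concentration-response fitted by a four-parameter Hill equation.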
BLM helicase inh: blocks DNA unwinding by human BLM helicase; P54132; recombinant BLM DNA unwinding, fluorescence dequenching; Potency, µM (titrated, usually from 56.1 µM), for inactives: at the top dose activity change, negative = inhibition, actives largely listed as inhibitors; 350,000 tested, 0.2% active;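 note: plate controls were vehicle for no effect and no enzyme for full effect; nearly all actives have a fitted effect of over 35% in size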
APEX1 inh: APE1 (human) endonuclease inhibition | AID 2517 | recombinant APE1, TAMRA/BHQ-2 abasic DNA cleavage fluorescence | Potency, µM (highest dose often 65.8 µM), inactives show at the top dose activity change, negative = inhibition, hits mostly inhibitors | 350,000 tested, 0.35% active | P27695;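 note: plate controls were vehicle for no effect and reference inhibitor for full effect; nearly all actives have a fitted effect of over 55% in size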
Target sequence (P27695 whole entry, looked up): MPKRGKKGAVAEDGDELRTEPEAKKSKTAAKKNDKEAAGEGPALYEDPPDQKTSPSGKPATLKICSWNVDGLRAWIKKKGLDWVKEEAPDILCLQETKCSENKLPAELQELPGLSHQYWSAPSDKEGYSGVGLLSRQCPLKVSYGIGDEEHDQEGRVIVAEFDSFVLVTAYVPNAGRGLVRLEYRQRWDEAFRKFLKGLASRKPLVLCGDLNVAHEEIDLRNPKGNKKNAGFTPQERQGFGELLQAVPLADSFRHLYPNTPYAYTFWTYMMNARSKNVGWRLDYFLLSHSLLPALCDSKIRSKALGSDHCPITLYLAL
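Enzyme (0.75 nM final) and test compound are incubated 15 min at room temperature before adding 50 nM quenched THF abasic-site duplex. Cleavage dequenches TAMRA, followed at 525/598 nm over three reads one minute apart.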
Pol iota inh: DNA polymerase iota (human) inhibition; Q9UNA4; Pol iota fluorescent replication assay, 10 min; Potency, µM (doses to about 115 µM), for the others: at the top dose activity, negative = inhibition, usual class: inhibitors; 390,000 tested, 1% active; AID 588590
Target sequence (Q9UNA4 whole entry, looked up): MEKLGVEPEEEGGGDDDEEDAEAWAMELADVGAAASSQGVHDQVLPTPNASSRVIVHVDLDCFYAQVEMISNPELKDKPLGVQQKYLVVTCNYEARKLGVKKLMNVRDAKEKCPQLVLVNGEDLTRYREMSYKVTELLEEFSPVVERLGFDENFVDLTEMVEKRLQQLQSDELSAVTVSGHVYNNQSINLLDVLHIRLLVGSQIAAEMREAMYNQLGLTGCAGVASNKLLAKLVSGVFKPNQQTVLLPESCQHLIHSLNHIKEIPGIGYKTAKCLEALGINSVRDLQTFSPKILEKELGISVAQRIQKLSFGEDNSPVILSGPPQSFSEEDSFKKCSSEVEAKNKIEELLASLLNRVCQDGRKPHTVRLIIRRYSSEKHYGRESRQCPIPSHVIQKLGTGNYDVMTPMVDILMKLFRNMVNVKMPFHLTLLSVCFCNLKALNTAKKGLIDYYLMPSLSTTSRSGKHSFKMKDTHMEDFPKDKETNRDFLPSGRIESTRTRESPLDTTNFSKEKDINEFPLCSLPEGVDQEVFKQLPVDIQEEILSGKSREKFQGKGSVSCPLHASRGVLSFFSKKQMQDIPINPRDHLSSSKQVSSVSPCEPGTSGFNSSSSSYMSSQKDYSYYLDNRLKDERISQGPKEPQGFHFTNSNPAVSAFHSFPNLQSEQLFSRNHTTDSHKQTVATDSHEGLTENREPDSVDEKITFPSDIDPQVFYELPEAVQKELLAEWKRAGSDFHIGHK
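Pol iota at 10 nM preincubated 15 min with compounds at room temperature; reaction started with fluorescent substrate, 50 nM final. Fluorescence read kinetically at 0 and 10 min; buffer-only wells as negative control.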
Starred values were filed as active, the others as inactive; u = inconclusive; x = not tested or not shown; & = joins results of further samples; [ ] = dose if it differs, or a comment. Calls come from the whole dose curve; as a rule, active = well fitted curve in the direction sought with a large enough effect; inconclusive = small, poorly fitted or top-dose-only effect, or another doubt; inactive = no such curve, though single readings can be large; an effect the other way counts as inactive or inconclusive. Potency is the fitted concentration of half-maximal effect.

SMILES	BAZ2B inh	G9a inh	POLK inh	POLB inh	POLH inh	Anesthetic bind	BLM helicase inh	APEX1 inh	Pol iota inh
O=C(NCCCN1CCOCC1)c1cn(-c2ccccc2)nc1-c1ccc(F)cc1	x	x	-19%	x	2%	x	x	15%	55%[activator]
Cc1cc(NC(=O)NC(=O)c2cccc(OC(F)(F)C(F)F)c2)n[nH]1	4%	-4%[12.7 µM]	6%	0%	10%	-3%	-8%	0%	31%[activator]
CCCOc1ccc(OC(=O)c2cn(-c3ccc(OC)cc3)c(=O)c3ccccc23)cc1	-1%	7%[59 µM]	-12%[60.1 µM]	21%	-8%	-5%	-13%	x	16%
C=CCN(C(=O)Cc1cccs1)c1nc(-c2ccc(S(C)(=O)=O)cc2)cs1	-17%	71µM*	u	u	-20%	0%	-11%	17%	u
Fc1cccc(CN2CCCCCCC2)c1	u	13µM*	-7%	7%	-12%	u	1%	2%	-7%
O=C1/C(=C/c2cccs2)SC(=S)N1N1CCOCC1	u	u	-6%	17%	2%	-9%	-4%	-4%	23%
O=C(COc1ccccc1F)NNC(=O)c1ccc2c(=O)n3c(nc2c1)CCC3	u	-3%[59 µM]	-8%	x	-8%	x	x	36%	12%
CCOC(=O)N1CCN(S(=O)(=O)c2ccc(C(=O)Nc3nc4ccccc4s3)cc2)CC1	5%	50µM*	1%	15%	-11%	-9%	-4%	20%	19%
COC(=O)c1ccc(NC(=O)CSc2n[nH]c(CC(C)C)n2)cc1	5%	u	-7%	1%	3%	-3%	-2%	x	8%
COc1ccc(-c2cc(C(F)(F)F)n3nc(-c4ccccc4)cc3n2)cc1OC	7%	34%[59 µM]	11%	12%	-20%	-6%	-6%	x	3%
COC(=O)C1=CN(Cc2ccc(OC)c(OC)c2)C=C(C(=O)OC)C1c1ccc(O)cc1	8%	x	1%	-19%	-17%	150%[activator]	-7%	3%	-17%
COC(=O)[C@H](C)NC(=O)Nc1ccc(OC)c(OC)c1	-4%	-3%[59 µM]	-6%	82%	4%	-9%	-1%	-3%	8%
CCN(CC)S(=O)(=O)c1ccc2c(c1)N(CC(=O)NCCCN1CCN(c3ccccc3F)CC1)C(=O)CO2	-14%	-1%[59 µM]	-12%	1%	-14%	-9%	-5%	x	35%[activator]
CC(=O)c1cnc2c(-c3ccccc3)c(C(F)(F)F)nn2c1C	3%	-3%[12.7 µM]	-17%	u	-17%	u	-8%	21%	131%[activator]
O=C(Cc1c(Cl)cccc1Cl)OCC(=O)N1CCc2ccccc2C1	4%	41%[59 µM]	-20%	-1%	-13%	-3%	-8%	-2%	16%
Cc1onc(-c2ccccc2)c1C(=O)N1CCCC(C(F)(F)F)C1 (centres undefined)	-5%	20%	2%	16%	-16%	-6%	-2%	-6%	24%
COc1ccc(CCn2c(N)cc(=O)[nH]c2=S)cc1OC	4%	u	-8%	-16%	-10%	-9%	-3%	4%	14%
CC(Sc1nc2ccccc2c(=O)n1CC1CCCO1)C(=O)N(C)c1ccccc1 (centres undefined)	8%	-8%[59 µM]	-17%	x	-12%	x	x	1%	-7%
COc1ccc(CCNC(=O)c2coc(=O)c(Br)c2)cc1	-4%	12%[0.501 µM]	6%	-14%	-3%	1%	-1%	-8%	2%
CN(C(=O)Cn1nc(C(=O)O)c2ccccc2c1=O)c1ccccc1	0%	-10%	-16%	88%	7%	-13%	0%	38%	12%
Cn1c(=O)cnc2cnc(OCc3ccccc3)nc21	x	0%[0.501 µM]	1%[60.1 µM]	x	x	x	3%	-2%	x
COc1ccc(Cl)cc1NC(=O)C(=O)NCc1ccc(Cl)cc1	9%	17%[59 µM]	9%	17%	-12%	-2%	-4%	x	22%
Cn1nccc1NC(=O)CC(CC(=O)O)c1ccccc1 (centres undefined)	4%	x	-5%	u	-1%	11%	-2%	0%	4%
CC(C)C(=O)Nc1ccc(NC(=O)c2ccc([N+](=O)[O-])cc2Cl)cc1	5%	0%[59 µM]	-9%	34%[activator]	-14%	0%	0%	-2%	43%
C/C(=N/NS(=O)(=O)c1cc(C)ccc1C)c1c[nH]c2ccccc12	-21%	u	-2%	2%	-24%	-11%	-9%	27%	6%
The list continues:
SMILES	BAZ2B inh	G9a inh	POLK inh	POLB inh	POLH inh	Anesthetic bind	BLM helicase inh	APEX1 inh	Pol iota inh
Cc1cccc(C)c1NC(=S)N(CCCN1CCOCC1)Cc1cccnc1	-9%	18%[59 µM]	9%	24%	-5%	-3%	-2%	-3%	81%[activator]
Cc1cccc(NC(=O)CSc2nc3ccc(NC(=O)c4cccs4)cc3s2)c1	-2%	-1%[59 µM]	4%	6%	-22%	6%	-3%	x	43%[activator]
CC(C)C(=O)Nc1nc2c(c(=O)[nH]1)CCCC2	-1%	-5%	-3%	2%	-5%	-1%	-2%	-1%	42%[activator]
CC(C)NC(=O)C1(S(=O)(=O)c2ccccc2)CC=CC1	-5%	x	-4%	41%	-18%	-2%	0%	-7%	34%[activator]
CC(Sc1nnc(C2CC2)n1C1CC1)C(=O)Nc1ccc(C(N)=O)cc1 (centres undefined)	5%	-6%[2.33 µM]	2%	x	-10%	x	x	19%	-5%
COCC(=O)N1CCCC(CNS(=O)(=O)c2ccc(OC)cc2)C1 (centres undefined)	-11%	2%	6%	3%	-6%	-3%	2%	-1%	34%[activator]
O=C(COC(=O)c1cc(Cl)ccc1O)c1ccc2c(c1)OCO2	12%	-42%	-11%	x	-8%	x	x	-5%	10%
COc1ccc(S(=O)(=O)NCc2nc3nc(C)cc(C)n3n2)cc1	-13%	6%[59 µM]	-12%&-3%	17%	-9%&-8%	-3%	2%	x	-12%&-2%
Cc1nc2c(C(=O)N3CCN(c4ccccn4)CC3)cnn2c(C)c1Cc1cccc(Cl)c1	-39%	u	-8%	3%	-18%	-8%	-7%	14%	89µM*
Cc1cccc(-c2cc(-c3ccccc3)nc(SCC(=O)Nc3ccccc3)c2C#N)c1	-11%	-1%[59 µM]	5%	29%	-7%	-13%	-3%	x	17%
CC(=O)NC1=NN(C(C)=O)C(C)(CS(=O)(=O)c2ccc(C)c(C)c2)S1 (centres undefined)	7%	-41%	-5%	1%	-4%	-8%	-1%	-2%	-17%
CC(C)n1cc(CN2CCCC(C(=O)Nc3ccccc3Oc3cccnc3)C2)cn1 (centres undefined)	-1%	-21%	-1%	4%	1%	-8%	-6%	8%	-13%
Cc1c(Cl)cccc1NC(=O)C1=COCCO1	-6%	-7%	0%	x	-1%	x	x	-9%	26%
Cc1c(Cl)cccc1NC(=O)C1CCCCC1	2%	19%	x	-25%	x	-5%	1%	1%	x
Cc1cccn2c(=O)nc(SCC(=O)NCc3ccccc3Cl)nc12	8%	-28%	-1%	x	4%	x	x	19%	60%[activator]
COC(=O)Cc1c(C)c2ccc(OC3CCCCC3=O)cc2oc1=O (centres undefined)	7%	25%	1%	20%	-14%	-8%	-2%	23%	1%
CCN(Cc1nc2ccccc2c(=O)[nH]1)C(=O)c1ccc(C)c(NC(=O)c2ccco2)c1	5%	8%[59 µM]	-13%	x	-4%	x	x	23%	-18%
COc1ccc(/C=N/NC(=O)C2COc3ccccc3O2)cc1OC (centres undefined)	u	-5%	-3%	-13%	-8%	-15%	-2%	-1%	-18%
O=C(COC(=O)c1cccc2ccccc12)NCCCc1ccccc1	0%	32%[59 µM]	-1%&-8%	3%	-8%	-23%	1%	0%	4%&10%
COc1ccc(C(F)(F)F)cc1NC(=O)c1nc2nc(C)cc(C(F)F)n2n1	11%	0%[12.7 µM]	-1%	-16%	-7%	3%	-5%	-2%	4%
C=CC[C@@H](CC(=O)OC(C)(C)C)C(=O)OC[C@H]1CCCN1C(=O)[C@@H](CC=C)CC(=O)NCCO	x	x	5%	x	-13%	x	x	25%	46%[activator]
CCOC(=O)c1ccc(-c2n[nH]c(=O)c3ccccc23)cc1	7%	4%[59 µM]	-8%	17%	-12%	-10%	-13%	2%	7%
Cc1ccc(-c2csc(-c3cc4c([nH]c3=O)CC(c3ccccc3)CC4=O)n2)cc1 (centres undefined)	79µM*	2.5µM*	4%	4%	2%	-12%	-4%	x	13%
COc1ccc(C(C(=O)NCc2ccc(F)cc2)N(C(=O)c2csnn2)C2CC2)cc1 (centres undefined)	0%	8%	3%	1%	-3%	-6%	-5%	45%	14%
Cc1c(C(=O)N2CCN(c3ccccn3)CC2)oc2ccccc12	-7%	u	-12%	3%	-6%	-16%	1%	3%	14%
NC(=O)c1ccsc1NC(=O)COC(=O)C1CC2CCCC(C1)C2=O (centres undefined)	0%	-9%	-19%	-30%	5%	1%	-12%	0%	u
CCC(CCCO)CCC[C@H](C)CCC1OCCO1 (some centres undefined)	25%	-2%[0.501 µM]	11%	x	-13%	x	x	40%	18%
COc1ccc(CCNC(=O)c2nn(C)c3c2CS(=O)(=O)c2ccccc2-3)cc1OC	-4%	4%	-4%	0%	-14%	3%	0%	47%	41%[activator]
COC(=O)CSc1ccc2nnc(-c3ccc(F)cc3)n2n1	-2%	79µM*	-9%	21%	-11%	-13%	3%	6%	5%[58.9 µM]

Four of these compounds, set out differently:
Cc1c(Cl)cccc1NC(=O)C1=COCCO1
- BAZ2B inh = -6%
- G9a inh = -7%
- POLK inh = 0%
- POLB inh = x
- POLH inh = -1%
- Anesthetic bind = x
- BLM helicase inh = x
- APEX1 inh = -9%
- Pol iota inh = 26%
Cc1c(Cl)cccc1NC(=O)C1CCCCC1
- BAZ2B inh = 2%
- G9a inh = 19%
- POLK inh = x
- POLB inh = -25%
- POLH inh = x
- Anesthetic bind = -5%
- BLM helicase inh = 1%
- APEX1 inh = 1%
- Pol iota inh = x
Cc1cccn2c(=O)nc(SCC(=O)NCc3ccccc3Cl)nc12
- BAZ2B inh = 8%
- G9a inh = -28%
- POLK inh = -1%
- POLB inh = x
- POLH inh = 4%
- Anesthetic bind = x
- BLM helicase inh = x
- APEX1 inh = 19%
- Pol iota inh = 60%[activator]
COC(=O)Cc1c(C)c2ccc(OC3CCCCC3=O)cc2oc1=O (centres undefined)
- BAZ2B inh = 7%
- G9a inh = 25%
- POLK inh = 1%
- POLB inh = 20%
- POLH inh = -14%
- Anesthetic bind = -8%
- BLM helicase inh = -2%
- APEX1 inh = 23%
- Pol iota inh = 1%

Only part of the results is shown (hit frequency here may not be typical).
